Cneo AK release: Cryptococcus neoformans cell lysis inducers, primary screen, AK release luminescence, single concentration | C. neoformans lysis, adenylate kinase release luminescence, 4 h; normalised: neutral wells 0, clomiphene wells 100 | lysis activity, % at 15 µM | actives 0.2% (n = 360,000);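 active = mean lysis activity across replicates of at least 80%, whatever share of replicates individually reach that level; inactive = mean lysis activity below 80%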
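Assay system: Cryptococcus neoformans yeast cells / Dosing: single-point compound dose / Timing: 4 h at 37 °C static, read 1 h later / Measured by: luminescence of released adenylate kinase using an AK detection reagent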
SIRT5 block: SIRT5 desuccinylase inhibitors, primary screen, biochemical, fluorescence imaging, single point, set 5. NAD-dependent protein deacylase sirtuin-5, mitochondrial (Homo sapiens), Q9NXA8. Purified SirT5, succinyl-peptide AMC, trypsin-coupled fluorescence. inhibition, % at 15 µM. actives 1.1% (n = 330,000); in the data active = inhibition above about 15%
Target sequence (Q9NXA8 whole entry, looked up): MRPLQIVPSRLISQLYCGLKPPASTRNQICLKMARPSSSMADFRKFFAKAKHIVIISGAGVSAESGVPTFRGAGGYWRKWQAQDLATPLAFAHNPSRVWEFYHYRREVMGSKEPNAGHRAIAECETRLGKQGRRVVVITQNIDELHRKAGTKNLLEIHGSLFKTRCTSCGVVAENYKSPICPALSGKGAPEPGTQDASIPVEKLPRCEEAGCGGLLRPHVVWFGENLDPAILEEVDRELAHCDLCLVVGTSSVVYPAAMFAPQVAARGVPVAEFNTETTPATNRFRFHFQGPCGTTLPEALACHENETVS
ERp5 inh: inhibitors of ERp5-driven insulin aggregation, primary screen, biochemical, turbidity, absorbance 650 nm, single point | Protein disulfide-isomerase A6 (Homo sapiens), Q15084 | 90 min | inhibition, % at 9.99 µM | actives 0.05% (n = 350,000);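 active = mean replicate inhibition above about 25%, with every replicate also reaching it, limit read from the data, passing the limit was not always enough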
Target sequence (Q15084 whole entry, looked up): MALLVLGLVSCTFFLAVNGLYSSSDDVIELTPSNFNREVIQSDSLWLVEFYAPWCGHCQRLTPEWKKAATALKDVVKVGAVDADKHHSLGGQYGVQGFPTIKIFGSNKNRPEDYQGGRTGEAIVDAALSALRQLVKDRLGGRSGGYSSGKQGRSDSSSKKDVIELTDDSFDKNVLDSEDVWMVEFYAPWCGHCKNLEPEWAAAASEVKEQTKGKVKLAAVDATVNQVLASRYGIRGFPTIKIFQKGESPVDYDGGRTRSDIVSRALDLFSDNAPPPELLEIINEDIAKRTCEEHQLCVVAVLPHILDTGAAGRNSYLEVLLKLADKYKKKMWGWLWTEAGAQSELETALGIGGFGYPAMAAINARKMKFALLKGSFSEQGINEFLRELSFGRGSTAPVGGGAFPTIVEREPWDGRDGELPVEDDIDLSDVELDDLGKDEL
esBAF inh: Bmi1 luciferase reporter increase in mESCs, primary screen, esBAF inhibitor project, mouse ES cells, Bmi1 luciferase knock-in, single point; 24 h; 100% = twice the neutral-well signal; AID 602393, 2012; actives 2% (n = 350,000); reporter increase, % at 12.5 µM; in the data active = activation above about 40%;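 note: 0% = median of the plate's neutral control wells and 100% = double that signal; a rise in the Bmi1 reporter signal indicates esBAF inhibition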
Statin myotox sup: suppressors of statin myotoxicity in C2C12 myotubes, primary screen, cell-based, single point, plate reader; C2C12 myotubes + simvastatin, ATP luminescence, 48 h; scaled: DMSO 0, geranylgeraniol control 100; rescue of ATP level, % at 7.49 µM; actives 0.78% (n = 330,000); AID 602340, 2012;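 active = mean ATP rescue above about 67%, or every replicate alone reaching that limit, limit read from the data, passing the limit was not always enough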;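 note: myotubes were challenged with 10 µM simvastatin during compound exposure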
ARNT TACC3 PPI: disruptors of ARNT/TACC3 protein interaction, primary screen, biochemical, AlphaScreen, single concentration; Transforming acidic coiled-coil-containing protein 3 (Homo sapiens), Q9Y6A5; AlphaScreen His-ARNT PAS-B/GST-TACC3 binding, luminescence; TACC3 fragment carries E629A point mutation; inhibition, % at 9.99 µM; actives 0.66% (n = 390,000); AID 623870, 2012;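 active = mean inhibition of replicates at least 50% and at least half of replicates each reaching 50%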;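 note: 0% = complete ARNT plus TACC3 wells and 100% = ARNT alone without TACC3; many hits fall short of the cut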
miR-122 sensor: miR-122 Renilla sensor signal increase in Huh7, primary screen, miR-122 inhibitor project, cell-based, single point, plate reader; activation (reporter increase), % at 12.5 µM; actives 0.3% (n = 340,000); Huh7 miR-122 Renilla luciferase sensor, 48 h; neutral wells = 0, positive control = 100;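 active = mean replicate activation score at least 90 and every replicate individually at or above 90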;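 note: higher luciferase means less miR-122 activity so hits act as miR-122 inhibitors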
* hit, by the source's call; / = no result given; [ ] = another dose, or the depositor's remark.

SMILES	Cneo AK release	SIRT5 block	ERp5 inh	esBAF inh	Statin myotox sup	ARNT TACC3 PPI	miR-122 sensor
O=C(N/N=C/c1ccc(O)c(O)c1)C1CC1	1.8	-2.2	4.1	/	/	/	-8.2
O=C(CCNS(=O)(=O)c1ccc(Br)s1)N1CCN(c2ccccc2)CC1	0.2	/	/	7.8	/	-8.3	28.9
CNC(=O)CNC(=O)Nc1ccc(C)cc1	/	-1.3	1.9	/	/	-5.2	/
CC(=O)Nc1ccc(S(=O)(=O)c2c(N)n(CCN3CCOCC3)c3nc4ccccc4nc23)cc1	-0.1	/	/	-6.1	-4.7	-6.2	1.8
CCS(=O)(=O)c1ccc2oc(SCC(=O)N3c4ccccc4CC3C)nc2c1 (stereo not drawn)	/	-1.2	2.3	6.8	10.0	-3.0	-11.6
CC1CCCC(C)N1C(=O)Cn1c(SCC(=O)NCc2ccc3c(c2)OCO3)nc2ccccc21 (stereo not drawn)	0.4	/	/	5.7	7.2	1.8	-1.6
O=C(CN(Cc1ccc2c(c1)OCO2)C(=O)CNS(=O)(=O)c1ccccc1)NCc1ccco1	1.8	/	/	-6.3	-7.9	-3.5	-2.9
CCCNC(=O)C[C@@H]1CC[C@@H]2[C@H](COc3ccc(NC(=O)CCC)cc3C(=O)N2C)O1	110.4*	2.6	-33.7	-8.3	-33.9	-9.2	44.3[16.7 µM]
CSc1ccccc1NC(=O)COC(=O)CSc1ccc(C)cc1	-1.3	2.7	-3.0	-0.5	-5.6	/	/
Cc1ccc(S(=O)(=O)Nc2cccc3c2O[C@H](CN(C)CC2CC2)[C@@H](C)CN([C@H](C)CO)C3=O)cc1	15.8	-1.7	1.6	-2.9	6.1	6.9	36.0[16.7 µM]
CCOC(=O)c1[nH]c2cc3c(cc2c1NC(=O)CN1CCC(C)CC1)OCO3	1.0	/	/	8.1	-0.3	5.6	4.4
COc1ccc(Cl)cc1C(=O)NNC(=O)CCNC(=O)c1ccccc1	1.5	/	3.2	0.2	9.0	/	-6.8
COc1ccc(C(=O)NC2CCN(C(=S)Nc3cc(C)ccc3C)CC2)cc1	-0.9	/	/	5.2	4.0	-3.2	-2.4
O=C(O)c1ccc(NC2=C(n3nnc4ccccc43)C(=O)c3ccccc3C2=O)cc1	/	5.3	2.6	-2.2	1.3	41.4	-0.2
CSc1nc2ncc3c(n2n1)CC1c2ccccc2CCN1C3=O (stereo not drawn)	-2.9	/	/	-6.5	17.2	-6.8	3.9

2 compounds from above, showing only Cneo AK release and Statin myotox sup.
SMILES | Cneo AK release | Statin myotox sup
CC(=O)Nc1ccc(S(=O)(=O)c2c(N)n(CCN3CCOCC3)c3nc4ccccc4nc23)cc1 | -0.1 | -4.7
CCS(=O)(=O)c1ccc2oc(SCC(=O)N3c4ccccc4CC3C)nc2c1 (stereo not drawn) | / | 10.0

Record cards, from the list above:
CNC(=O)CNC(=O)Nc1ccc(C)cc1 is listed as Cneo AK release: /; SIRT5 block: -1.3; ERp5 inh: 1.9; esBAF inh: /; Statin myotox sup: /; ARNT TACC3 PPI: -5.2; miR-122 sensor: /
CCS(=O)(=O)c1ccc2oc(SCC(=O)N3c4ccccc4CC3C)nc2c1 (stereo not drawn) is listed as Cneo AK release: /; SIRT5 block: -1.2; ERp5 inh: 2.3; esBAF inh: 6.8; Statin myotox sup: 10.0; ARNT TACC3 PPI: -3.0; miR-122 sensor: -11.6

(next part)
SMILES	Cneo AK release	SIRT5 block	ERp5 inh	esBAF inh	Statin myotox sup	ARNT TACC3 PPI	miR-122 sensor
C[C@@H]1CN([C@@H](C)CO)C(=O)c2cc(NC(=O)Nc3ccc(C(F)(F)F)cc3)ccc2O[C@H]1CN(C)Cc1ccc(C(=O)O)cc1	2.1	14.3	0.8	-3.0	8.0	-0.1	-0.3[16.7 µM]
COc1ccc(Oc2coc3cc(OC(=O)/C=C/c4ccccc4)ccc3c2=O)cc1	5.7	-6.1	3.5	/	/	-11.9	-6.0
O=C(CSc1nc2ccccc2c(=O)[nH]1)NCc1ccc(Cl)cc1	5.4	/	/	-4.7	/	-2.7	-5.8
COc1ccc(-n2c(=O)c(CCC(=O)N(C)Cc3ccccc3C)nc3ccccc32)cc1	/	-0.3	-4.7	/	/	-14.5	18.4
CCOC(=O)C1CCCN(C(=O)c2cc(-c3ccccc3)cs2)CC1 (stereo not drawn)	4.8	/	-2.8	-0.8	-7.7	/	1.0
CC(C)CC(=O)Nc1c2c(nn1-c1cccc(Cl)c1)CS(=O)C2 (stereo not drawn)	-2.5	-6.6	-4.8	-6.3	5.6	3.0	1.4
C[C@H](CO)N1C[C@H](C)[C@@H](CN(C)C(=O)CN(C)C)Oc2cc(C#Cc3cccnc3)ccc2S1(=O)=O	4.8	1.1	-2.8	-10.4	-10.2	-2.7	1.2[16.7 µM]
CCN1C(=O)N(C)C2(c3ccccc3)N(C)C(=O)N(C)C12c1ccccc1 (stereo not drawn)	3.6	/	/	1.7	-7.7	-2.6	-2.4
Cc1nc(N2CCCCC2)[nH]c(=O)c1CN(C)N=O	2.9	1.5	5.9	3.0	2.7	/	1.3
CCN(C(=O)CSc1nnc(Nc2cccc(C)c2C)s1)C1CCS(=O)(=O)C1 (stereo not drawn)	-1.3	3.1	-0.7	-3.9	-3.5	-2.7	1.2
COc1ccc(-c2noc(CCC(=O)Nc3cccnc3)n2)cc1	0.1	2.0	-4.6	-9.2	1.2	1.2	/
CC(Sc1nncn1C)C(=O)Nc1ccc2ccccc2c1 (stereo not drawn)	-0.7	-3.9	-1.3	/	-19.5	0.5	-7.0
S=c1[nH]ncn1/N=C/c1cccc(Oc2ccccc2)c1	-1.2	/	/	8.2	-2.1	-4.4	1.6
O=C(Cc1ccccc1)N[C@@H]1C=C[C@@H](CC(=O)N2CCOCC2)O[C@H]1CO	1.4	-2.2	1.2	0.3	-18.6	-5.2	/
CNC(=O)C[C@H]1CC[C@@H]2[C@@H](COc3ccc(NC(=O)c4cccc(OC)c4)cc3C(=O)N2C)O1	5.3	4.0	7.5	-0.1	0.3	-29.8	-25.0[16.7 µM]
CCCNC(=O)N1[C@H](CO)[C@H](c2ccccc2)[C@@H]1C#N	1.0	0.0	-0.2	-0.5	-10.0	-19.3	/
O=C(Cn1cc(S(=O)(=O)Cc2cccc([N+](=O)[O-])c2)c2ccccc21)N1CCOCC1	-0.6	2.1	1.6	/	/	-0.5	-2.0
COC(=O)c1ccc2[nH]c3cccc(/C(=C/c4ccccc4)c4ccccc4)c3c2c1	-3.4	-8.8	2.2	11.5	2.2	6.7	6.6
CC1(C)SCC(C(=O)O)N1C=O (stereo not drawn)	-0.6	/	/	-1.7	-6.8	-4.2	-4.7
C[C@H]1CN([C@@H](C)CO)C(=O)Cc2cc(NC(=O)Cn3cnnn3)ccc2O[C@H]1CN(C)CC1CCCCC1	-0.9	-0.8	-1.1	-2.6	-8.3	-2.2	-3.0[16.7 µM]
Cc1nn(C)c(C(=O)NNC(=S)NCc2ccccc2)c1Cl	-3.7	1.5	-16.0	-7.4	-1.1	9.7	0.1
C[C@@H]1CN([C@H](C)CO)C(=O)Cc2cc(NC(=O)C3CC3)ccc2O[C@H]1CN(C)Cc1ccc(C(=O)O)cc1	15.6	13.7	8.7	7.4	-7.1	-3.5	5.3[16.7 µM]
CCN(CC(=O)Nc1ccc(NC(C)=O)cc1)C(=O)c1cc2ccccc2oc1=O	1.5	-1.1	9.8	-2.9	0.5	0.1	-3.5
CCOC(=O)CCP(=O)(O)C(O)c1ccc(OC)cc1 (stereo not drawn)	-1.1	/	/	-3.8	1.2	-4.4	-8.1

Some of these compounds in order of the ARNT TACC3 PPI value, high to low.
SMILES	SIRT5 block	ERp5 inh	esBAF inh	ARNT TACC3 PPI	miR-122 sensor
O=C(Cn1cc(S(=O)(=O)Cc2cccc([N+](=O)[O-])c2)c2ccccc21)N1CCOCC1	2.1	1.6	/	-0.5	-2.0
C[C@@H]1CN([C@H](C)CO)C(=O)Cc2cc(NC(=O)C3CC3)ccc2O[C@H]1CN(C)Cc1ccc(C(=O)O)cc1	13.7	8.7	7.4	-3.5	5.3[16.7 µM]
CCOC(=O)CCP(=O)(O)C(O)c1ccc(OC)cc1 (stereo not drawn)	/	/	-3.8	-4.4	-8.1
CCCNC(=O)N1[C@H](CO)[C@H](c2ccccc2)[C@@H]1C#N	0.0	-0.2	-0.5	-19.3	/

Two successive entries already listed, for reference:
SMILES	Cneo AK release	SIRT5 block	ERp5 inh	esBAF inh	Statin myotox sup	ARNT TACC3 PPI	miR-122 sensor
O=C(N/N=C/c1ccc(O)c(O)c1)C1CC1	1.8	-2.2	4.1	/	/	/	-8.2
O=C(CCNS(=O)(=O)c1ccc(Br)s1)N1CCN(c2ccccc2)CC1	0.2	/	/	7.8	/	-8.3	28.9
